RORgamma inh = ROR gamma (mouse) transcription inhibition | P51450 | Drosophila S2 Gal4-RORgamma UAS-luciferase reporter, 20 h | Potency, µM (top dose mostly 53.6 µM), for inactives: at the top dose activity change, negative = inhibition, most hits filed as inhibitors | 5.4% of 310,000 active | AID 2551; also: potency is read from the fitted curve at half-maximal effect; % is scaled to controls: 0 for no effect and ±100 for the full control effect; nearly all actives have a fitted effect of over 60% in size
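In this cell-based reporter format, copper sulfate (700 uM final) drives Gal4–ROR gamma fusion expression from a metallothionein promoter in Drosophila Schneider cells; compounds preincubated 1 hr, reporter read after 20 hr at ambient temperature.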
Tb PFK block = T. brucei PFK enzyme inhibition. O15648. T. brucei PFK, ADP-Glo luminescence. Potency, µM (series often up to 57.5 µM), for inactives: top-dose activity, negative = inhibition, hits mostly inhibitors. 0.17% of 330,000 active;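 also: potency is read from the fitted curve at half-maximal effect; 0% = uninhibited 1x PFK enzyme wells and -100% = no-enzyme wells; nearly all actives have a fitted effect of over 60% in size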
Target sequence (O15648 whole entry, looked up): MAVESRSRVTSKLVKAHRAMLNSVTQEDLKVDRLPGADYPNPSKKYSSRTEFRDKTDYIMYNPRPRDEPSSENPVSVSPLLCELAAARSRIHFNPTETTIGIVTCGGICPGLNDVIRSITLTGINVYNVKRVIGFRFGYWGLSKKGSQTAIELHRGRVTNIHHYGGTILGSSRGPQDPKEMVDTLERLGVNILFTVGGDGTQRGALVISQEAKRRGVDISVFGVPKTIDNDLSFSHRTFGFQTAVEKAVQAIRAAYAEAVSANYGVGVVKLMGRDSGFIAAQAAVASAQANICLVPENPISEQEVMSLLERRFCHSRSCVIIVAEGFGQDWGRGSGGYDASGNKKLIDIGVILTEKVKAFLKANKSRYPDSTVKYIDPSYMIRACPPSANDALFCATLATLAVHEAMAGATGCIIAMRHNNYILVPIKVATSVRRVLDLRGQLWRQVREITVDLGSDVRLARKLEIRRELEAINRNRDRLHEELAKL
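1.25 nM PFK with 0.5 mM F6P and 0.1 mM ATP in 0.1 M TEA pH 8.0, 5 mM MgCl2, incubated 45 min at room temperature; ADP measured by ADP-Glo luminescence; compounds titrated up to 57 uM.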
Giardia killer = Giardia lamblia killing; Giardia lamblia trophozoite viability; activity change, % at 7.66 µM, hits read low; 0.15% of 340,000 active; AID 540267; in the data active = activity change below about -80%; inconclusive = between about -30% and that limit;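 also: parasites exposed to compound for two days anaerobically before the ATP read; % is scaled to controls: 0 for no effect and ±100 for the full control effect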
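Killing of trophozoites was scored by loss of ATP luminescence after a 48 hrs anaerobic exposure to compounds at 37 deg C, using 100 cells per well.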
uPA surface inh = inhibitors of cell surface uPA generation; AID 540303; 0.31% of 330,000 active; cell surface uPA generation assay, qHTS; Potency, µM (highest dose often 38.3 µM), without a hit: top-dose activity change, negative = inhibition, most hits filed as inhibitors; active = well fitted inhibition curve with a large enough effect; inconclusive = small, poorly fitted or top-dose-only effect; inactive = no such curve, though single readings can be large or run the other way; tested in mouse RAW 264.7 cells; also: potency is read from the fitted curve at half-maximal effect; % is scaled to controls: 0 for no effect and ±100 for the full control effect; nearly all actives have a fitted effect of over 55% in size
FLuc counter = inhibits or activates purified firefly luciferase, miR-21 counter-screen. P08659. purified FLuc, Km substrates, luminescence inhibition. Potency, µM (doses to about 57.5 µM), for the others: top-dose activity change, negative = inhibition, most hits filed as inhibitors. 6.9% of 360,000 active;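 also: potency is read from the fitted curve at half-maximal effect; plate controls were vehicle for no effect and reference inhibitor for full effect; nearly all actives have a fitted effect of over 55% in size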
Target sequence (P08659 whole entry, looked up): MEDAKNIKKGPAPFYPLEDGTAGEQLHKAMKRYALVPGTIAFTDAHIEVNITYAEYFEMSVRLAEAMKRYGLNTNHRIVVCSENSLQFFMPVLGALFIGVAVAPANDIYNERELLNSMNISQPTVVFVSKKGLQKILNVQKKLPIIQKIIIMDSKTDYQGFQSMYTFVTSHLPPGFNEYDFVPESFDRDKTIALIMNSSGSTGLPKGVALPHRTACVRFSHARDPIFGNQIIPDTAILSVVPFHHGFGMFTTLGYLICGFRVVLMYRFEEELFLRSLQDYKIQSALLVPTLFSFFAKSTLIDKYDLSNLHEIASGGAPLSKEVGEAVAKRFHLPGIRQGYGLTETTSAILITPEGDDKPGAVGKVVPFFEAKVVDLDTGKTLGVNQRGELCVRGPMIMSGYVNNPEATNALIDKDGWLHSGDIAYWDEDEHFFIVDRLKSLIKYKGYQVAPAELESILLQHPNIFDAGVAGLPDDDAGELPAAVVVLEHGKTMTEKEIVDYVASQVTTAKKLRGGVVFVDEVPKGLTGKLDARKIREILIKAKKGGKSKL
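Purified P. pyralis luciferase, 10 nM final, with Km-level 10 uM D-luciferin and 10 uM ATP in 50 mM Tris acetate pH 7.5, 10 mM Mg acetate, 0.01% Tween-20, 0.05% BSA; 6-point qHTS titration about 60 µM downward; luminescence read.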
NPC1 prom act = activators of NPC1 promoter. Potency, µM (highest dose often 9.22 µM), for the others: at the highest dose activation, usual class: activators. 2.4% of 320,000 active. Huh7 NPC1 promoter luciferase reporter, 24 h;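 also: potency is read from the fitted curve at half-maximal effect; % of control where 0% means no effect; nearly all actives have a fitted effect of over 60% in size; reporter is driven by a mutant NPC1 promoter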
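Luminescence read-out of NPC1 promoter-driven luciferase in stably transfected Huh7 cells; compounds delivered in DMSO and left 24 h at 37C, 5% CO2, qHTS titration format.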
VP16 counter = Gal4-VP16 reporter inhibition counter-screen | AID 2546 | Potency, µM (top dose mostly 53.6 µM), for inactives: top-dose activity, negative = inhibition, actives largely listed as inhibitors | Drosophila S2 Gal4-VP16 UAS-luciferase, luminescence, 20 h | 3.5% of 310,000 active;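 also: Gal4-VP16 expression switched on by copper sulfate through the metallothionein promoter; potency is read from the fitted curve at half-maximal effect; % is scaled to controls: 0 for no effect and ±100 for the full control effect; nearly all actives have a fitted effect of over 50% in size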
FBPA coupling cs = inhibits coupling enzyme system, counter-screen for aldolase hits; coupling enzyme system counterscreen, AmpLite Red fluorescence; activity change, negative = inhibition, % at 58.2 µM, hits read low; 0.67% of 290,000 active; AID 2472; in the data active = activity change below about -30%; also: % is scaled to controls: 0 for no effect and ±100 for the full control effect
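Compounds tested against the coupling enzymes alone at 57.5 uM final; readout was AmpLite Red fluorescence (525/598 nm) after 20 min at RT.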
ELG1 genotox = induces genotoxicity in HEK293T cells with luciferase-tagged ELG1. HEK293T ELG1-luciferase reporter, luminescence, 16 h. Potency, µM (highest dose often 46 µM), for the others: at the highest dose activity change, positive = activation, actives largely listed as activators. 1.3% of 330,000 active. AID 504466; also: potency is read from the fitted curve at half-maximal effect; % of control where 0% means no effect; nearly all actives have a fitted effect of over 60% in size
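Quantitative HTS format in 1536-well plates. HEK293T ELG1-luciferase reporter cells receive test compound and are incubated 16 hr at 37 °C, 5% CO2; ONE-Glo added, 30 min room temperature, then luminescence read.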
Rab9 promoter act = activates the Rab9 promoter; Huh7 Rab9 promoter-luciferase reporter, luminescence, 24 h; 2.8% of 320,000 active; Potency, µM (titrated, usually from 9.22 µM), inactives show at the top dose activation, negative = inhibition, usual class: activators; also: potency is read from the fitted curve at half-maximal effect; % of control where 0% means no effect; nearly all actives have a fitted effect of over 60% in size
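Promoter activation is measured as luciferase luminescence in Huh7 cells stably transfected with a Rab9 promoter–luciferase construct, following 24 h compound exposure at 37 °C and 10 min reagent incubation at ambient temperature.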
KCNH2 3.1 inh = blocks the human KCNH2 3.1 channel isoform | AID 720553 | U2OS KCNH2 3.1, thallium flux FluxOr; stronger effect = lower value | 0.95% of 340,000 active | activity change, % (tested at about 1.8 µM);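 active = maximum activity change below -70%; inconclusive = maximum activity change from -70% to -50%; inactive = maximum activity change above -50%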;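 also: thallium influx rate constant from kinetic fluorescence after stimulation buffer; % is scaled to controls: 0 for no effect and ±100 for the full control effect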
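Thallium flux via FluxOr fluorescence (Red40 quencher, 45 min loading) in U2OS cells virally expressing the KCNH2 3.1 isoform (1.77 x 10^8 /mL virus, overnight at 37 C). Rate constants from 2-min kinetic reads post-stimulation, normalised to positive and negative controls.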
The depositor's hits bear a star; ? = inconclusive; . = not tested or not shown; & = joins results of further samples; [ ] = dose if it differs, or a comment. Unless noted, calls follow the shape of the dose curve; as a rule, active = well fitted curve in the direction sought with a large enough effect; inconclusive = small, poorly fitted or top-dose-only effect, or another doubt; inactive = no such curve, though single readings can be large; an effect the other way counts as inactive or inconclusive.

| SMILES | RORgamma inh | Tb PFK block | Giardia killer | uPA surface inh | FLuc counter | NPC1 prom act | VP16 counter | FBPA coupling cs | ELG1 genotox | Rab9 promoter act | KCNH2 3.1 inh |
| --- | --- | --- | --- | --- | --- | --- | --- | --- | --- | --- | --- |
| COCCCN1C(=O)C(=O)/C(=C(/O)c2ccc(OCC(C)C)cc2)C1c1cccnc1 (centres undefined) | 8.4% | 4.8% | 11.8 | 4.8% | -1.3% | -6.0% | -1.5% | -0.2 | 0.4% | -0.4% | -19.5 |
| Cc1ccc(Br)cc1S(=O)(=O)Nc1cccnc1 | ? | -1.8% | -15.4 | -7.2% | 2.9% | -0.8% | -0.1% | 0.4 | -0.1% | 0.6% | -12.8 |
| CCN(CC(=O)Nc1c(F)cccc1F)C(=O)c1nc2nc(C)cc(C)n2n1 | . | 3.5% | 5.1 | -0.2% | 2.8% | 1.2% | . | . | -0.6% | -3.7% | 7.0 |
| Cc1cccc(OCC(=O)Nc2ccc(NC(=O)c3ccco3)c(C)c2)c1 | -0.8% | 11.9% | -19.2 | 3.3% | 1.5% | -1.9% | 1.0% | -1.9 | -4.4% | 9.3% | -10.0 |
| O=S(=O)(NCc1csc(-c2cccnc2)n1)c1ccc(Cl)s1 | 44.8% | -1.2% | 21.0 | 0.2% | 7.7% | -1.2% | 1.1% | -8.6 | -16.6% | 1.0% | 1.9 |
| O=C(O)c1nccnc1C(=O)Nc1ccccc1N1CCOCC1 | -1.7% | 6.5% | 9.8 | -2.1% | -0.8% | -2.1% | -0.6% | 0.1 | 0.6% | -0.1% | -6.0 |
| Cc1ccccc1C(=O)NC1CCN(CC(=O)Nc2c(C)cccc2C)CC1 | ? | -0.3% | 8.2 | -1.9% | 6.9% | 0.1% | ? | -0.4 | -1.3% | -9.2% | -1.3 |
| CC(C)Oc1ccc(C(=O)NC2(C(F)(F)F)NC(=O)N(CCCc3ccccc3)C2=O)cc1 (centres undefined) | 22.7% | -5.9% | 1.0 | 1.6% | -0.3% | -2.0% | 2.6% | -0.3 | -7.0% | -10.7% | -12.0 |
| CC(C)(C)NC(=O)C1CCC(CNc2c(N3CCCCC3)c(=O)c2=O)CC1 (centres undefined) | -5.5% | -3.4% | -8.9 | -0.8% | 0.3% | -4.5% | -10.4% | 0.8 | 1.0% | 0.4% | 1.3 |
| Cc1ccc(N2C(=O)C(F)(F)C2c2ccccc2)cc1 (centres undefined) | -5.4% | -0.6% | ? | 8.0% | -10.6% | -3.5% | 7.9% | -3.2 | 0.7% | -1.3% | -1.6 |
| Cc1ccc(C(=O)N/C(=C/c2ccc(-c3cccc([N+](=O)[O-])c3)o2)C(=O)NC(C)C)cc1 | ? | -2.3% | 0.9 | -10.4% | -1.0% | -9.3% | 4.1% | 3.8 | -6.5% | 1.0% | 2.1 |
| CCc1nnc(NC(=O)C2CC(=O)N(CCc3ccc(F)cc3)C2)s1 (centres undefined) | 16.0% | 0.0% | 0.5 | 0.2% | -0.1% | -4.0% | -4.4% | 0.2 | 2.1% | -3.5% | -11.8 |
| COc1ccc(CCNC(=O)c2noc(C(C)C)c2[N+](=O)[O-])cc1OC | -2.0% | 1.7% | 51.9[activator] | -8.6% | -2.8% | -4.0% | -9.2% | 1.3 | -0.2% | -6.0% | 2.4 |
| O=C(NC1CCCc2ccccc21)C1CCN(c2nnc(-n3cccc3)s2)CC1 (centres undefined) | ? | -3.3% | -1.9 | ? | 0.3% | 1.6% | 0.9% | 0.1 | -12.4% | -6.9% | -79.1* |
| CSc1ccccc1NC(=O)CN1CC(C)OC(C)C1 (centres undefined) | -17.4% | 0.6% | 10.9 | -1.5% | 1.2% | -4.3% | 7.8% | 5.6 | -4.7% | -8.5% | -7.7 |
| O=S(=O)(c1ccc(N2CCCC2)nc1)N1CCCC1 | -0.9% | -4.1% | 6.8 | 6.9% | 0.4% | -1.2% | -10.1% | -3.1 | -4.7% | 2.9% | -5.0 |
| COc1ccc2c(c1)CC/C(=C\c1ccc(C)o1)C2=O | 0.6% | 1.7% | -19.4 | ? | 2.39µM* | 2.51µM* | -9.2% | -16.3 | ? | 2.82µM* | -9.0 |
| COCCNC(=O)CSc1nc2ccccc2c(=O)n1CCC(=O)NCCc1ccc(OC)c(OC)c1 | ? | -15.6% | 3.4 | -9.0% | 6.1% | 0.4% | 9.1% | 2.8 | -15.8% | -5.4% | -3.2 |
| CCCCCCSc1cc(C)nc2ncnn12 | -11.6% | 2.6% | 10.7 | -24.6% | 2.6% | 1.4% | 4.9% | 4.3 | 17.1% | -3.6% | 7.2 |
| COc1ccccc1N1CCN(C(=O)Cn2ncc3c([nH]c4ccccc43)c2=O)CC1 | 2.6% | -3.8% | -17.1 | 15.6% | -0.6%&6.3% | -8.6% | -13.4% | -1.5 | -6.2%[9.26 µM] | -5.3% | -2.5 |
| N#Cc1ccsc1NC(=O)COc1ccc(-c2nnco2)cc1 | ? | 0.0% | -4.6 | 4.6% | 15.1µM* | ? | -4.7% | 1.3 | ? | ? | -26.1 |
| O=C(O)Cc1ccc(Nc2cnn(C34CC5CC(CC(CC(=O)O)(C5)C3)C4)c(=O)c2Cl)cc1 | 20.6% | -2.8% | -17.1 | 1.3% | 5.3% | -3.0% | 1.9% | -0.7 | -0.7% | -4.4% | 3.0 |
| CCC(C)(C(=O)NC1CCCC1)N(CC1CCCO1)C(=O)c1ccc2c(c1)OCO2 (centres undefined) | 12.8% | -1.7% | -11.8 | -2.7% | 5.2% | 1.0% | -0.4% | 0.3 | -2.4% | 0.2% | -5.5 |
| CCCCCCC1CC(CSC(=N)N)OC1=O (centres undefined) | -6.8% | -1.5% | -9.5 | -13.7% | 1.3% | -1.4% | -9.8% | 0.0 | -9.6% | -1.3% | -12.6 |
| CCCCNC(=O)c1nc2ncc(Br)cn2n1 | ? | -22.4% | -6.5 | . | 0.3% | 4.1% | 6.1% | -2.7 | 8.3% | -1.7% | -2.8 |
| CCn1nnc(-c2ccccc2NC(=O)c2cc(OC)c(OC)c(OC)c2)n1 | -44.8% | 2.4% | -6.6 | -5.4% | -0.2% | -4.6% | -9.5% | -2.7 | -7.9% | 3.1% | -3.4 |
| O=C(NNS(=O)(=O)c1ccc(CCCl)cc1)C(O)(c1ccccc1)c1ccccc1 | 10.0% | -0.6% | -5.1 | 9.2% | 2.9% | -4.4% | ? | 3.4 | 0.5% | 1.5% | -2.4 |
| C=C1c2ccccc2NC(=O)N1c1ccc(OC)cc1 | -11.0% | -5.1% | -28.7 | -7.5% | 2.8% | -4.6% | 11.4% | 0.0 | 8.5% | -0.3% | -20.8 |
| Cn1ncc(Cl)c1C(=O)Nc1nnc(C2CC2)s1 | 9.8% | -0.3% | 4.7 | 4.3% | -2.6% | -0.3% | -8.3% | . | -3.2% | 2.5% | -8.5 |
| COc1ccc(CCNC(=O)Cn2nnc(-c3ccc(N4CCOCC4)cc3)n2)cc1OC | ? | 0.2% | -7.2 | 1.5% | 3.01µM* | 3.4% | 4.1% | 1.7 | 8.2% | ? | -10.8 |
| Cc1ccc(/C=N/NC(=O)c2ccc3nc[nH]c3c2)s1 | 18.3% | -2.1% | -5.6 | -4.1% | ? | 13.4% | -1.7% | 3.1 | 9.9% | 24.3% | -31.1 |
| O=C(COc1ccc2ccccc2c1)NCC(=O)N/N=C/c1ccco1 | 41.0% | 1.0% | -3.4 | . | 2.8% | -2.2% | 4.9% | 4.5 | 2.2% | -3.6% | -16.6 |
| Cc1ccc(S(=O)(=O)Nc2cccc3ncccc23)s1 | 0.282µM* | 3.2% | -0.5 | -5.6% | 1.9% | -11.8% | 0.562µM* | -40.2* | ? | 0.3% | 0.5 |
| Cc1cc(Cl)ccc1OCC(=O)N/N=C1\CC2C=CCC12 (centres undefined) | -44.7% | -4.6% | -26.1 | -2.0% | ? | -2.1% | -13.5% | 1.9 | 0.2% | -2.1% | 4.7 |
| Cc1ccn2cc(CCNS(=O)(=O)c3ccc4c(c3)OCCO4)nc2c1 | 13.8% | 27.1% | -5.7 | -8.9% | 0.6% | -0.6% | 17.0% | 2.5 | 2.6% | -2.1% | 13.3 |
| CCC(=O)Nc1c(C(=O)Nc2ccc3c(c2)OCCO3)oc2ccccc12 | ? | -2.2% | -24.9 | 1.9% | ? | ? | 2.3% | -3.7 | 9.8% | 2.82µM* | 3.0 |
| Cc1cc(C)c(S(=O)(=O)N2CCC(C(=O)OCc3c(C)noc3C)CC2)c(C)c1 | . | 1.8% | -24.1 | 14.4% | 1.7% | -2.6% | . | . | 1.0% | 2.5% | -6.3 |
| CCCCNC(=S)Nc1ccc(SC(F)F)cc1 | 14.4% | -3.2% | -3.5 | -25.2% | 16.9µM* | 9.7% | 0.9% | -6.7 | -0.9% | 18.7% | -21.5 |

High-throughput results: PubChem BioAssay, National Center for Advancing Translational Sciences (NCATS)
